# EPAC1 antagonist = EPAC1 (human) antagonism | O95398 | EPAC1 GEF assay, Rap1b-BODIPY-GDP exchange fluorescence | Potency, µM (highest dose often 115 µM), for the others: top-dose activity change, negative = inhibition, hits mostly inhibitors | 360,000 tested, 0.14% active;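 further: potency means the concentration at half of the fitted maximal effect; plate controls were vehicle for no effect and positive control for full effect; nearly all actives have a fitted effect of over 50% in size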
# EPAC1 ag = agonists of human EPAC1. EPAC1 agonist qHTS, biochemical assay; response scale: 100% = response to 6.5 mM cAMP. Potency, µM (highest dose often 154 µM), for the others: at the top dose activation, usual class: activators. 360,000 tested, 0.073% active; further: potency means the concentration at half of the fitted maximal effect; nearly all actives have a fitted effect of over 60% in size
#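 Multi-concentration qHTS readout: loss of Rap1B-bound BODIPY-GDP fluorescence driven by 100 nM EPAC1 with excess GDP (50 uM), monitored kinetically at room temperature; agonist response expressed relative to 6.5 mM cAMP.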
# EPAC2 ag = agonists of human EPAC2 (RAPGEF4); Potency, µM (titrated, usually from 154 µM), without a hit: top-dose activation, most hits filed as activators; EPAC2 activation, biochemical qHTS; response scale: 100% = 6.5 mM cAMP response; Q8WZA2; AID 720711; 360,000 tested, 0.079% active; further: potency means the concentration at half of the fitted maximal effect; nearly all actives have a fitted effect of over 50% in size
#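 Exchange assay: 100 nM EPAC2 with 250 nM Rap1B-BODIPY-GDP and 50 uM GDP. Fluorescence (ex 480/em 540 nm) read every 5 min for 30 min at room temperature. Data normalized to 6.5 mM cAMP as agonist control.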
# CCT chaperon mod = modulators of cytosolic chaperonin (CCT/TRiC) activity; activity change, % (test concentration not listed), hits read low; 360,000 tested, 0.3% active; purified chaperonin ATPase assay, HTRF ADP detection, 30 min; in the data active means activity change below about -30%; further: on the % scale 0 is the no-effect control and ±100 the full control effect
#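 We incubate TRiC, 40 or 20 nM final, with library compounds at 76 uM and 10 uM ATP for 30 min at 37 °C. ADP formed is detected with Transcreener HTRF reagents after 30 min at room temperature.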
# WRN inhibitor = WRN helicase (human) inhibition; AID 651768; WRN helicase unwinding, fluorescent forked duplex, kinetic; Q14191; Potency, µM (top dose mostly 114 µM), inactives show at the highest dose activity change, negative = inhibition, actives largely listed as inhibitors; 360,000 tested, 0.46% active; further: potency means the concentration at half of the fitted maximal effect; on the % scale 0 is the no-effect control and ±100 the full control effect; nearly all actives have a fitted effect of over 55% in size
#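 Kinetic fluorescence helicase assay: unwinding of a quenched forked DNA duplex (100 nM final) with 2 mM ATP final raises red fluorescence (525/598 nm). Compounds sat 15 min at room temperature with 20 nM WRN beforehand.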
# IL2 activator = activators of IL-2; IL-2 activation reporter assay, cell-based qHTS; stimulated with anti-CD3/CD4/CD28 beads; in transgenic mouse T cells; activation, % (series mostly up to about 46 µM); 360,000 tested, 0.065% active; in the data active means activation above about 50%; inconclusive means mostly about 30% to 49%; further: 0% is about no effect
#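 Readout: EGFP and DsRed signals by fluorescent plate cytometry. Unstimulated transgenic mouse T cells received compound 60 min before antibody-bead stimulation, then incubated 18 h at 37 degrees C.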
# PI5P4K alpha inh = inhibitors of human PI5P4K alpha; P48426; PI5P4Kalpha enzyme, ADP-Glo luminescence, 60 min; active compounds read low; max response, %; 330,000 tested, 1.2% active; active means max response of -50% or lower; inconclusive means between -30% and -50%; inactive means -30% or higher; further: value at the top dose of about 77 µM; on the % scale 0 is the no-effect control and ±100 the full control effect
# Target sequence (P48426 whole entry, looked up): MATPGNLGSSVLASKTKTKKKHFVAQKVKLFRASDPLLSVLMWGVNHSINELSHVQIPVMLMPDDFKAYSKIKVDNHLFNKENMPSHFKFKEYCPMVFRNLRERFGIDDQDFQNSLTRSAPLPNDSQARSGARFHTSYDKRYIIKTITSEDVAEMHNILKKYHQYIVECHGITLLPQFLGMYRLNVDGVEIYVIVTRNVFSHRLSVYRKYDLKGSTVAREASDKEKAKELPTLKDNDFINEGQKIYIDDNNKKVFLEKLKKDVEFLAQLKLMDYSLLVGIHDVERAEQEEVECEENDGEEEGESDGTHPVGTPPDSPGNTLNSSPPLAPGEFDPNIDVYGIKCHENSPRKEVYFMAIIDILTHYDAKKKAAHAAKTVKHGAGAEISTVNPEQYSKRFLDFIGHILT
#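 Controls without substrate or without enzyme flank wells where PI5P4Kalpha converts substrate using 5 microM ATP (final). Incubation lasts 60 minutes at room temperature; ADP formed is read by ADP-Glo luminescence.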
# PLK1 PBD block = inhibitors of human PLK1 polo-box domain binding | P53350 | Plk1 PBD binding of FITC phosphopeptide, fluorescence polarization | Potency, µM, for inactives: max response, negative = inhibition, usual class: inhibitors | 360,000 tested, 2.8% active; further: potency means the concentration at half of the fitted maximal effect; series mostly up to about 57 µM; on the % scale 0 is the no-effect control and ±100 the full control effect; nearly all actives have a fitted effect of over 65% in size
# Target sequence (P53350 whole entry, looked up, the tested form may be a part): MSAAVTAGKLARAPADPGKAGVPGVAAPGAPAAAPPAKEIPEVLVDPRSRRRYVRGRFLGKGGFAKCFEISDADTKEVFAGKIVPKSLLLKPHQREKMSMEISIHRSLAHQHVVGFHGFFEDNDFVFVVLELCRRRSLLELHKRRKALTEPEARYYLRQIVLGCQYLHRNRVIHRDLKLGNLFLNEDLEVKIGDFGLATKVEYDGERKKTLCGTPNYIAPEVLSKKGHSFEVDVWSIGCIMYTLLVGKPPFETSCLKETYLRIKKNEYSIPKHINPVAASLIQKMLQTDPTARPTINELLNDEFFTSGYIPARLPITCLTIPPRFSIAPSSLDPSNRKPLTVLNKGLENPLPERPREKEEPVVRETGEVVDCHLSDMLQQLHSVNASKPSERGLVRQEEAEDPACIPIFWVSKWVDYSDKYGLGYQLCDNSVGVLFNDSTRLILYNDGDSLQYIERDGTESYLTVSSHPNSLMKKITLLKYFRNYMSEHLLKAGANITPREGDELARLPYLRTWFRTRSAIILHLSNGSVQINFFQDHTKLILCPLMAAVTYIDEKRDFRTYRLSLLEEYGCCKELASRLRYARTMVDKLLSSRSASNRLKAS
# * hit, by the source's call; ? = inconclusive; nt = not tested or not shown; [ ] = another dose, or the depositor's remark. Unless noted, the call rests on the fitted dose curve; in most records, active means well fitted curve in the direction sought with a large enough effect; inconclusive means small, poorly fitted or top-dose-only effect, or another doubt; inactive means no such curve, though single readings can be large; an effect the other way counts as inactive or inconclusive. A portion of the library. The share of hits here may be higher or lower than overall.
SMILES,EPAC1 antagonist,EPAC1 ag,EPAC2 ag,CCT chaperon mod,WRN inhibitor,IL2 activator,PI5P4K alpha inh,PLK1 PBD block
COc1ccc(/C=C(/NC(=O)c2ccccc2)C(=O)N2CCOCC2)cc1OC,10%,2%,4%,0.3,2%,0.3,1,1%
N#C/C(=C/c1ccc(-c2ccc(S(N)(=O)=O)cc2)o1)C(=O)Nc1ccccc1,1%,17%,-2%,-4.1,-12%,?,?,-8%
O=C(CN1CCCC1)Nc1cccc(Cl)c1Cl,1%,1%,-1%,-3.3,7%,-0.5,-5,4%
CC1(C)OC2C(CO)OC(n3cnc4c(=S)nc[nH]c43)C2O1 (stereo not drawn),9%,5%,8%,-0.9,2%,1.0,-19,-11%
COc1ccc(-c2cn(Cc3ccc(C(N)=O)cc3)c(-c3ccc(Cl)nc3)n2)cc1,-15%,-8%,6%,-1.8,9%,0.2,2,-13%
COc1cccc(CCNC(=O)c2ccc(OC)c(OC3CCN(C(C)C)CC3)c2)c1,3%,12%,6%,-1.1,-1%,-1.3,0,-29%
COc1cccc(NC(=O)CCN2C(=O)c3ccccc3S2(=O)=O)c1,6%,0%,-4%,-2.4,4%,-3.0,nt,-6%
Cc1ccc(SCC(=O)OCC(=O)N(C)CC(=O)Nc2ccc(F)cc2)cc1,-12%,7%,4%,0.6,-5%,1.4,5,-4%
Cc1ccccc1NCC(=O)N/N=C/c1c[nH]c2ccccc12,0%,11%,13%,0.3,0%,-1.2,15,30µM*
CN1CCN(c2nc(-c3cccnc3)nc3scc(-c4ccccc4)c23)CC1,10%,-3%,7%,0.4,3%,-0.5,-3,1%
Cc1cccc(/C(N)=N/OC(=O)COc2ccccc2Cl)c1,3%,4%,6%,-0.9,-17%[57.1 µM],0.0,16,-5%
CCN(CC)Cc1ccc(OC)c(Cl)c1,-13%,-7%,-1%,-0.4,1%,-1.3,3,3%
CC1=CCC(C(C)(C)NC(=O)c2ccccc2)C/C1=N\O (stereo not drawn),-4%,1%,-1%,-1.0,9%,-4.3,nt,-8%
COc1ccccc1-n1nnnc1SCC(=O)Nc1cc(C)on1,-9%,5%,-1%,3.0,-14%,-1.8,-10,1%
CCCn1c(SC(C(=O)Nc2cccc(OC)c2)c2ccccc2)nc2ccccc2c1=O (stereo not drawn),0%,8%,2%,0.9,-16%[57.1 µM],3.5,9,1%
COc1ccc(CNC(=O)CSc2nnc(C)s2)cc1,-1%,6%,-5%,-1.3,8%,0.7,nt,-5%
O=C(NCCS(=O)(=O)N1CCN(c2ccccc2)CC1)c1ccccc1F,-2%,0%,12%,3.4,-6%,-0.9,-1,2%
Cc1ccccc1NC(=O)CNc1ccccc1C(=O)NCc1ccco1,3%,5%,-6%,-2.2,-24%[57.1 µM],-1.0,-22,-6%
NC(=O)c1sc2nc3c(cc2c1N)CCCCCC3,13%,7%,7%,-1.0,-20%,-2.1,-6,?
O=C(O)C1CCN(C(=O)COc2ccc3c(c2)oc(=O)c2ccccc23)CC1,-24%,-2%,7%,0.0,5%,0.3,7,-3%

# At a glance, 2 of the compounds above:
SMILES,EPAC1 antagonist,EPAC1 ag,EPAC2 ag,CCT chaperon mod,WRN inhibitor,IL2 activator,PI5P4K alpha inh,PLK1 PBD block
COc1ccc(/C=C(/NC(=O)c2ccccc2)C(=O)N2CCOCC2)cc1OC,10%,2%,4%,0.3,2%,0.3,1,1%
N#C/C(=C/c1ccc(-c2ccc(S(N)(=O)=O)cc2)o1)C(=O)Nc1ccccc1,1%,17%,-2%,-4.1,-12%,?,?,-8%

# (next part)
SMILES,EPAC1 antagonist,EPAC1 ag,EPAC2 ag,CCT chaperon mod,WRN inhibitor,IL2 activator,PI5P4K alpha inh,PLK1 PBD block
O=C(c1cccs1)N1CCN(S(=O)(=O)c2cccs2)CC1,0%,7%,0%,0.9,1%,-0.3,-4,5%
COc1cc(NC(=O)CN2C(=O)COc3ccc(S(=O)(=O)N4CCCCC4)cc32)cc(OC)c1,-7%,4%,6%,-3.3,-13%,0.5,1,-18%
COc1ccc(CNC(=O)C2CCCN(S(=O)(=O)c3cccc4nsnc34)C2)cc1 (stereo not drawn),-10%,-5%,1%,-3.8,-2%,-1.9,0,-1%
CN(CC(=O)Nc1ccc(Cl)cc1)C(=O)CNC(=O)c1cccs1,-6%,-1%,5%,-1.7,-8%,0.2,8,-10%
CCN(Cc1ccccc1)S(=O)(=O)c1ccc(S(=O)(=O)N2CCN(C)CC2)cc1,6%,-2%,0%,1.3,9%,-3.3,nt,0%
Cc1ccc(CNC(=O)c2nn(C)c(C)c2[N+](=O)[O-])cc1,15%,-11%,-3%,0.5,10%,-0.3,3,-2%
CCCN(CCC)CCCNC(=O)c1cc2c(=O)n(C)c3ccccc3c2n1C,-11%,-14%,-1%,-2.9,1%,-1.7,23,-3%
CCN(C(=O)CSc1nnnn1C)C1CCCCC1,7%,1%,3%,-1.9,-21%,-1.3,-18,-6%
O=C(NCCCn1ccnc1)c1ccc(Cl)c(S(=O)(=O)N2CCOCC2)c1,-10%,6%,4%,0.1,-7%,-0.3,nt,1%
C[C@@H]1C(c2ccccc2)=NN(c2ccccc2)[C@H]1C(=O)N1CCOC1=O,-19%,0%,3%,-0.1,-11%,0.1,4,1%
O=C1/C(=C/c2ccccc2Cl)SC(=S)N1CCC(=O)N1CCCCC1CCO (stereo not drawn),-9%,8%,5%,-0.8,-6%[11.6 µM],-0.6,0,-11%
O=C1OC(Nc2ccccn2)c2ccccc21 (stereo not drawn),10%,-3%,2%,0.9,7%,-4.0,-1,0%
COC(=O)c1cc([N+](=O)[O-])ccc1N1CCN(Cc2ccccc2)CC1,-17%,5%,5%,-2.4,-28%,1.4,2,-23%
CCOC(=O)N1CCC(NC(=O)CN2C(=O)C(CC)Oc3ccc(C)cc32)CC1 (stereo not drawn),6%,9%,12%,-1.6,0%,-0.8,nt,-6%
CCOC(CNC(=O)C1CCN(S(=O)(=O)c2ccc3nc4c(c(C(=O)O)c3c2)CC(C)CC4)CC1)OCC (stereo not drawn),-10%,1%,-5%,-3.0,-4%[11.6 µM],0.7,6,-12%
COc1ccc(NCc2nnc(SCC(=O)c3ccc(OC)cc3)n2C)cc1,5%,2%,-13%,-0.6,-7%,-2.4,0,-22%
C=CCOc1cccc(C(=O)Nc2ncn[nH]2)c1,-4%,-5%,-11%,-4.5,7%,-0.2,-3,1%
COc1cc(C(C)=O)ccc1OC(=O)C(C)N1C(=O)c2ccccc2C1=O (stereo not drawn),11%,-1%,5%,-0.9,-4%,-0.8,nt,-17%
CC[C@@H](C(=O)n1nc(C)cc1C)[C@H](NS(=O)(=O)c1ccc(C)cc1)c1ccccc1,-11%,-7%,-6%,-3.5,-5%,0.6,12,1%
COc1ccc(S(=O)(=O)N2CCOC2CNC(=O)C(=O)NCCCN(C)C)cc1C (stereo not drawn),-6%,-15%,5%,-2.4,-2%,1.2,2,2%
Cc1ccc(S(=O)(=O)N2CC(C)C(=O)CC2C)cc1 (stereo not drawn),-10%,6%,15%,-0.3,13%,1.1,-3,-15%
O=C(Cc1ccccc1)NC(NC(=S)Nc1cc(Cl)ccc1Cl)C(Cl)(Cl)Cl (stereo not drawn),2%,-1%,1%,1.0,-1%,1.9,-8,-9%
COc1ccc(Nc2cccccc2=O)cc1,-1%,0%,3%,-1.0,-5%,-1.0,-2,1%
N=C1CCCN1CC(=O)c1ccc(Cl)cc1,11%,11%,14%,0.1,-18%,-0.1,1,-8%
Cc1noc(C)c1COc1cccc(C(=O)Nc2ccccc2)c1,-26%,5%,11%,1.1,4%,1.1,-4,-13%
CC1CCN(C(=O)CSc2nc3c(c(=O)n2C)SC(C)C3)CC1 (stereo not drawn),-15%,2%,9%,-0.8,-26%,-0.2,?,-11%
Clc1nc(CN2CCCCC2)nc2sc3c(c12)CCCC3,-24%,5%,8%,-1.2,-7%,-0.8,-2,-27%
Cc1cccc(N2CCN(C(=O)NC(C)c3ccc(F)c(F)c3)CC2)c1C (stereo not drawn),-3%,-10%,-6%,-0.3,-3%,-3.6,18,5%
CCN(CC)C(=O)c1ccc(NS(=O)(=O)c2ccc(/C=C/C(=O)O)cc2)cc1,-6%,2%,2%,-2.9,-15%,-3.2,-4,3%
COc1ccccc1OCc1ccc(C(=O)N/N=C/c2ccco2)cc1,9%,5%,-2%,1.4,-3%,-0.2,6,-6%
CCn1cc(C(=O)N2CCCC(N3CCN(c4ccccc4C)CC3)C2)cn1 (stereo not drawn),-17%,3%,-5%,3.6,0%,-3.4,-5,?
COc1ccc(-c2ccc(-c3noc(C)n3)c(OC)n2)cc1,3%,-4%,5%,-0.8,-4%,-0.8,nt,3%
CCC(=O)N1CCc2cc(S(=O)(=O)CCC(=O)N3CCN(c4ccccc4)CC3)ccc21,-24%,2%,2%,1.0,2%,-4.3,2,-1%
Cc1cn(S(=O)(=O)c2ccc(Cl)cc2)c(C)n1,-7%,-3%,-2%,-8.5,-1%,2.1,-1,-8%
O=C(Nc1ccc([N+](=O)[O-])cc1)c1cc(-c2ccccn2)nc2c(Cl)cccc12,7%,8%,1%,-2.0,-8%,-0.7,-3,2%

# A different layout for part of the listing above.
SMILES | EPAC1 antagonist | EPAC1 ag | EPAC2 ag | CCT chaperon mod | WRN inhibitor | IL2 activator | PI5P4K alpha inh | PLK1 PBD block
CCn1cc(C(=O)N2CCCC(N3CCN(c4ccccc4C)CC3)C2)cn1 (stereo not drawn) | -17% | 3% | -5% | 3.6 | 0% | -3.4 | -5 | ?
COc1ccc(-c2ccc(-c3noc(C)n3)c(OC)n2)cc1 | 3% | -4% | 5% | -0.8 | -4% | -0.8 | nt | 3%
O=C(Nc1ccc([N+](=O)[O-])cc1)c1cc(-c2ccccn2)nc2c(Cl)cccc12 | 7% | 8% | 1% | -2.0 | -8% | -0.7 | -3 | 2%
O=C(Cc1ccccc1)NC(NC(=S)Nc1cc(Cl)ccc1Cl)C(Cl)(Cl)Cl (stereo not drawn) | 2% | -1% | 1% | 1.0 | -1% | 1.9 | -8 | -9%
CCC(=O)N1CCc2cc(S(=O)(=O)CCC(=O)N3CCN(c4ccccc4)CC3)ccc21 | -24% | 2% | 2% | 1.0 | 2% | -4.3 | 2 | -1%
CC1CCN(C(=O)CSc2nc3c(c(=O)n2C)SC(C)C3)CC1 (stereo not drawn) | -15% | 2% | 9% | -0.8 | -26% | -0.2 | ? | -11%
Cc1noc(C)c1COc1cccc(C(=O)Nc2ccccc2)c1 | -26% | 5% | 11% | 1.1 | 4% | 1.1 | -4 | -13%

# High-throughput results (PubChem)
